# PAFAH1B3 inh: PAFAH1B3 enzyme inhibitors, primary screen, biochemical, fluorescence polarization, human; Platelet-activating factor acetylhydrolase IB subunit alpha1 (Homo sapiens), Q15102; recombinant PAFAH1B3, FP-rhodamine probe; inhibition, % at 3.39 µM; 340,000 tested, 0.28% active; AID 492972, 2010;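 active = inhibition above the screen-wide average of all tested compounds plus 3 SD, cut at about 25% in these data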;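 note: 0% = enzyme with DMSO only and 100% = wells lacking PAFAH1B3 protein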
# Target sequence (Q15102 whole entry, looked up): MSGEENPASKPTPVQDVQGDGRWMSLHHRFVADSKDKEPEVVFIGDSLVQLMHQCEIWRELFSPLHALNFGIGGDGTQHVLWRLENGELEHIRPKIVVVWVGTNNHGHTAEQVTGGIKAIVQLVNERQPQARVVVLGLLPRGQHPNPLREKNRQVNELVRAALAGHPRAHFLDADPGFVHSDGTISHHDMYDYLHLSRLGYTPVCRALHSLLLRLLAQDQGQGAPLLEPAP
# EBNA-1 inhibitor: EBNA-1 DNA-binding inhibitors, primary screen, biochemical, fluorescence polarization. inhibition, % at 14.8 µM. 300,000 tested, 0.34% active; in the data active = inhibition above about 28%
# pPAFAH FP inh: pPAFAH enzyme inhibitors, primary screen, biochemical, fluorescence polarization, human | recombinant pPAFAH, FP-rhodamine probe fluorescence polarization | inhibition, % at 3.39 µM | 330,000 tested, 1.5% active;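 active = inhibition above the mean inhibition across the screen plus 3 SD, cut at about 25% in these data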;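 note: inhibitors block binding of the rhodamine activity-based probe so polarization drops; 0% = enzyme with DMSO and 100% = wells lacking pPAFAH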
# Target sequence (Q13093 whole entry, looked up): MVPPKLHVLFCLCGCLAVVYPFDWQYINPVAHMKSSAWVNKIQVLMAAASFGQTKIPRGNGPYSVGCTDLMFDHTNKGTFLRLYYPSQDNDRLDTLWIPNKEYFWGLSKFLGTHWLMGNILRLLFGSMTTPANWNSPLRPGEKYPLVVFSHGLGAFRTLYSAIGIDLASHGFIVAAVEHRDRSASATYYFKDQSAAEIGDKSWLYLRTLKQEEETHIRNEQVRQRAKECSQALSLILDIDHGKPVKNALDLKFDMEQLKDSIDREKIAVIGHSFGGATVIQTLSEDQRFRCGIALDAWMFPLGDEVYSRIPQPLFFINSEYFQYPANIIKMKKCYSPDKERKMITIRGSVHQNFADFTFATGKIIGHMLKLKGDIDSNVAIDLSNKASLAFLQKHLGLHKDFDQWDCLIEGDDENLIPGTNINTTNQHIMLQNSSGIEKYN
# LYPLA2 inh: LYPLA2 inhibitors, primary screen, counter-screen for PME1 inhibitor project, biochemical, fluorescence polarization, FP-Rh probe ABPP | AID 2177, 2009 | inhibition, % at 5.9 µM | Acyl-protein thioesterase 2 (Homo sapiens), O95372 | recombinant LYPLA2 | 320,000 tested, 0.38% active;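 active = inhibition above the screen-wide mean plus 3 SD, limit set per campaign, cut at about 26% in these data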;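 note: 0% = LYPLA2 with DMSO and 100% = wells lacking LYPLA2 enzyme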
# Target sequence (O95372 whole entry, looked up): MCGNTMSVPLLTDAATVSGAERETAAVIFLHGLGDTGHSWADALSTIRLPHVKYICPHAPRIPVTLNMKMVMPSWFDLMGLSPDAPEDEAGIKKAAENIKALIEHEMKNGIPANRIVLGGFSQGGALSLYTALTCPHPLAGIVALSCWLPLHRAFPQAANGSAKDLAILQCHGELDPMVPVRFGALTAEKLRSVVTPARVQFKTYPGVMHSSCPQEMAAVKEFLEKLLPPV
# PAFAH2 FP inh: PAFAH2 enzyme inhibitors, primary screen, biochemical, fluorescence polarization, human | Platelet-activating factor acetylhydrolase 2, cytoplasmic (Homo sapiens), Q99487 | 340,000 tested, 0.99% active | recombinant PAFAH2, FP-rhodamine activity probe | inhibition, % at 3.39 µM;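 active = inhibition above the mean over all tested compounds plus 3 SD, cut at about 30% in these data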;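 note: inhibitors block probe labeling of enzyme so polarization drops; 0% = enzyme with DMSO and 100% = wells lacking PAFAH2 protein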
# PAFAH1B2 FP inh: PAFAH1B2 enzyme inhibitors, primary screen, biochemical, fluorescence polarization, human; inhibition, % at 3.39 µM; AID 492953, 2010; Platelet-activating factor acetylhydrolase IB subunit alpha2 (Homo sapiens), P68402; recombinant PAFAH1B2, FP-rhodamine activity probe; 340,000 tested, 1.2% active;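 active = inhibition above the mean of all tested compounds plus 3 SD, cut at about 24% in these data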;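 note: 0% = enzyme with DMSO and 100% = wells lacking PAFAH1B2; many of its hits are not listed in these tables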
# PREPL inh: PREPL enzyme inhibitors, primary screen, biochemical, fluorescence polarization | Prolyl endopeptidase-like (Homo sapiens), Q4J6C6 | recombinant PREPL, fluorescence polarization activity-based probe | inhibition, % at 5.96 µM | 320,000 tested, 0.68% active | AID 2751, 2010; in the data active = inhibition above about 43%;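 note: 0% = enzyme with DMSO and 100% = wells lacking enzyme; many of its hits are not listed in these tables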
# ZTA counter: counter-screen for EBNA-1 inhibitors: inhibitors of Epstein-Barr virus ZTA; ZTA-DNA binding, fluorescence polarization; inhibition, % at 11 µM; 320,000 tested, 0.15% active; P03206; AID 2234; in the data active = inhibition above about 33%
# LYPLA1 counter: LYPLA1 inhibitors, primary screen, counter-screen for PME1 inhibitor project, biochemical, fluorescence polarization, FP-Rh probe ABPP. 320,000 tested, 0.16% active. recombinant LYPLA1. inhibition, % at 5.9 µM. Acyl-protein thioesterase 1 (Homo sapiens), O75608;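 active = inhibition above the mean of all tested compounds plus 3 SD, set per campaign, cut at about 14% in these data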;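 note: inhibitors block serine hydrolase probe labeling of LYPLA1 so polarization falls; 0% = enzyme with DMSO and 100% = wells lacking LYPLA1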
# Numbers without * were called inactive; . = not tested or not shown. This is a subset, so the mix of outcomes need not match the whole.
SMILES,PAFAH1B3 inh,EBNA-1 inhibitor,pPAFAH FP inh,LYPLA2 inh,PAFAH2 FP inh,PAFAH1B2 FP inh,PREPL inh,ZTA counter,LYPLA1 counter
COc1nc(C)nc(NC(=O)NS(=O)(=O)c2ccc(C)cc2)n1,9,-17,-2,-9,1,4,13,15,0
CC(C)Sc1nc2sc(-c3ccccc3)cc2c(=O)n1N,1,-1,2,6,22,2,-3,-17,2
COc1ccccc1C(=O)Nc1ccc2c(c1)CCCN2C(=O)c1ccccc1,8,-5,0,7,-4,5,9,4,1
O=C(NCC(c1ccco1)N1CCc2ccccc21)c1ccccc1 (stereo not given),10,-10,0,-4,5,2,-5,-8,-1
O=C(COc1ccccc1)OCC(=O)c1c[nH]c2ccccc12,1,.,9,-1,9,2,-2,-6,-4
COc1ccc(CNC(=O)CNC(=O)c2ccc(Br)o2)cc1OC,6,-5,2,5,0,7,4,7,-5
CC(NC(=O)COC(=O)c1cccnc1Cl)C12CC3CC(CC(C3)C1)C2 (stereo not given),2,.,2,.,45*,51*,9,.,.
CNNC(=S)NCCC1=CCCCC1,7,-11,-1,0,-4,9,17,-12,4
O=C(c1cccc(C(F)(F)F)c1)N1CCCC1,2,7,11,-12,8,5,2,-2,-1
C[C@@]12C(=O)Nc3ccc(F)cc3C(=O)N1[C@H]1c3ccccc3OC[C@@H]1[C@@H]2c1ccccc1,-1,.,-2,.,-6,-2,22,.,.
c1ccc(C(c2nnnn2C2CCCC2)N2CCN(c3ccccc3)CC2)cc1 (stereo not given),-7,3,2,17,-7,4,-2,-7,3
COc1ccc2cc(CO)c3cc(OC)c(OC)cc3c2c1,9,.,8,.,2,2,35,.,.
CCCCCCCCSc1n[nH]c(N)n1,-7,-5,5,8,-7,4,2,-3,4
CCCCN1C(=O)c2ccc(C(=O)Nc3cccc(C)c3C)cc2C1=O,4,9,2,11,-2,0,-3,9,0
Nc1nc(SCC(=O)NNc2c(Cl)cc(Cl)cc2Cl)n[nH]1,10,6,0,0,-1,5,-7,14,2
Cc1ccc(C)c(S(=O)(=O)NC(C)CCc2ccccc2)c1 (stereo not given),3,-20,-5,-1,9,29*,-11,-4,3
O=C(Nc1cn(-c2ccccc2)nc1-c1ccc(F)cc1)c1ccccc1,4,-4,1,1,-6,-1,7,3,1
COc1ccc(/C=N/NC2=NCCCCC2)cc1,-4,1,3,6,3,3,22,-18,2
Cc1ccccc1Cn1nc(C)c(NC(=O)c2noc3c2CCCC3)c1C,-2,-6,-1,7,-1,-1,11,-15,0
CCOC(=O)C(=NC(C)(C)C)NNc1cc(Cl)ccc1Cl,8,2,-5,0,2,3,17,15,1
COc1ccc2oc(C(=O)OCC(=O)N3CCCC3=O)c(C)c2c1,2,0,2,4,0,6,9,-14,-2
CC(=O)NC12CC3CC(C1)CC(C(=O)N1CCN(S(=O)(=O)c4ccccc4[N+](=O)[O-])CC1)(C3)C2,7,.,-1,4,6,6,5,-12,2
Cc1ccc(C(=O)NCC(=O)OCC(=O)Nc2cc(C)c(C)cc2[N+](=O)[O-])cc1,-1,9,14,-4,5,-1,10,-7,-2
Cc1cccc(OC(C)C(=O)Nc2nccs2)c1 (stereo not given),0,-1,5,-2,-63,-4,-2,-13,0
O=C(Nc1ccc(NS(=O)(=O)c2ccc([N+](=O)[O-])cc2)cc1)c1ccco1,11,1,5,9,-3,1,-3,-2,1
CCN1CCN(C(=O)CSc2cc(=O)n(CC)c3ccccc23)CC1,7,6,7,0,13,7,-1,-4,-2
NCC(c1ccccc1Cl)c1c[nH]c2ccccc12 (stereo not given),1,-7,-2,-1,2,2,27,-14,1
COc1ccc2c(c1)[C@H]1[C@H](CO2)[C@H](c2ccccc2)[C@]2(C)C(=O)N(CC3CCCO3)CC(=O)N12 (stereo not given in full),5,.,5,7,-4,0,5,-16,1
CCN(CC)c1c([N+](=O)[O-])c(=O)n(CC)c2ccccc12,.,3,5,-6,.,.,14,1,-1
O=C(CS(=O)(=O)Cc1ccccc1)N1CCN(C(=O)c2ccco2)CC1,5,6,8,9,9,7,7,-13,1
O=C(Nc1nc(-c2ccccc2)cs1)c1cccc(S(=O)(=O)N2CCN(Cc3ccccc3)CC2)c1,-23,3,-24,-65,-24,-16,-9,28,-37
Cc1cc(CN2C(=O)c3ccccc3C2=O)on1,2,4,9,1,-2,6,1,16,1
Cn1cc(C(=O)NS(=O)(=O)Nc2ccc(Br)cn2)c2ccccc21,7,10,0,0,1,3,-3,3,-1
COC(=O)c1cc(Nc2cc(C)c3ccc(O)cc3n2)cc(C(=O)OC)c1,-42,39*,-28,-104,-62,-28,-11,-9,-42
C=C(C)Cn1c(N2CC(C)CC(C)C2)nc2c1c(=O)[nH]c(=O)n2C (stereo not given),1,4,5,-2,7,5,5,-7,-1
COc1cc(OC)c(/C=C2\C(=O)Nc3ccccc32)c(OC)c1,.,-11,5,-7,.,.,0,18,-5
Oc1ccc(-c2n[nH]c(=S)n2-c2ccc3c(c2)OCCO3)cc1,-4,-4,8,3,4,-3,0,-8,2
CC(C(=O)O)n1cnc2sc3c(c2c1=O)CCCC3 (stereo not given),2,11,1,-1,1,7,2,4,0
CCOCCn1c(CN2CCN(c3cccc(Cl)c3)CC2)nc2c1c(=O)n(C)c(=O)n2C,-4,-1,10,6,-5,1,31,-2,1
N#C/C(=C\c1ccccc1O)C(=O)Nc1cccnc1,3,3,-2,4,4,5,6,-14,-2
COCc1cc(C)nc(SCC(=O)Nc2ccc3c(c2)n(C)c(=O)n3C)c1C#N,6,-1,-2,6,2,-3,2,-14,4
CCOC(=O)c1cc(-c2ccc(OC)cc2)nn1-c1ccccc1C(=O)O,4,-2,0,-2,3,-1,2,-7,0
COc1ccc(N2C(=O)CC(Sc3nnc(-c4ccccc4F)n3C)C2=O)cc1 (stereo not given),3,-10,1,0,5,2,-7,-9,-1
COC(=O)/C(=C\Nc1ccc(Cl)c2ccccc12)c1ncc(C(F)(F)F)cc1Cl,1,4,0,0,-4,2,-6,7,2
CCN(C(=O)CN1CCN(C)CC1)c1cccc2ccccc12,3,-5,2,-2,-8,4,1,-1,3
Cc1ccc(NC(=O)C2CCN(S(=O)(=O)c3ccc4c(c3)CC(C)N4C(=O)C3CCC3)CC2)nc1 (stereo not given),-1,-4,4,10,-7,2,0,-17,7
CCCN(CCC)C(=O)c1cc2c(=O)[nH]c3ccc(C)cc3c2s1,8,-11,9,-1,4,6,-15,18,1
Cc1nc(NC(=O)c2cc3c(s2)CCCCC3)sc1C(=O)N(C)C,11,-7,13,0,-5,6,9,-6,-4
Cc1ccccc1C1=NC(C(F)(F)F)(C(F)(F)F)c2c(n(C)c(=O)n(C)c2=O)N1,9,7,0,5,8,4,1,14,-2
COc1cc2nc(NC(=O)c3ccc(F)cc3Cl)sc(=O)c2cc1OC,5,8,3,8,1,1,-2,7,0
COc1ccc(OC)c(C2C3=C(CC(C)(C)CC3=O)Nc3nnnn32)c1 (stereo not given),10,4,29*,2,-1,-2,2,16,-1
Clc1nc(Cl)nc(N(c2ccccc2)c2ccccc2)n1,6,-5,-2,13,1,2,-3,0,-1
O=C(CSc1nc2ccccc2o1)N1CCCC1,5,-5,3,0,-1,6,7,11,-1
Cc1cccc(N2C(S)=C(C#N)C(=O)NC2c2ccco2)c1 (stereo not given),6,-4,6,1,11,3,9,-3,-1
CC1CCCCN1C(=O)CN1C(=O)CSc2ccc(S(=O)(=O)N3CCOCC3)cc21 (stereo not given),8,-5,-1,7,9,3,18,-3,2
O=[N+]([O-])c1cnccc1NC1CCCCC1,-4,-9,4,2,-2,1,8,-12,-1
COc1ccc(C(=O)NC2CCN(S(=O)(=O)c3ccc(F)cc3)CC2)cc1,1,3,6,0,-9,2,3,-11,-1
CC(C)c1ccc(NC(=O)CSc2ncccc2C(=O)Oc2cccc([N+](=O)[O-])c2)cc1,-9,26,4,-7,-19,-6,6,9,-7
O=C(Cn1ncc2c1-c1ccccc1OC2)Nc1ccc(S(=O)(=O)N2CCCCC2)cc1,-11,3,-9,-44,7,7,-3,-4,-24
CC(C)Cc1nnc(NC(=O)C2=COCCO2)s1,6,.,-1,-5,1,9,6,-25,0

# Carrying on.
SMILES,PAFAH1B3 inh,EBNA-1 inhibitor,pPAFAH FP inh,LYPLA2 inh,PAFAH2 FP inh,PAFAH1B2 FP inh,PREPL inh,ZTA counter,LYPLA1 counter
Cc1cc(C)n(C(=O)c2cccc(S(=O)(=O)N3CCCC3)c2)n1,-3,-7,1,0,0,0,18,-5,1
Cc1cc2[nH]c(=O)c(=O)[nH]c2cc1S(=O)(=O)N1CCN(c2cccc(C(F)(F)F)c2)CC1,7,-6,6,0,-11,6,-4,-14,-3
CN(C)c1ccc(/C=N/N2C(=O)c3ccccc3C2=O)cc1,3,-3,5,-2,3,7,1,2,2
O=C(CCN1CCCC1=O)NC1CCCc2c1cnn2-c1ccc(F)cc1F (stereo not given),0,11,9,0,-5,6,12,1,3
CC1CCN(c2cc(N3CCOCC3)c(F)cc2[N+](=O)[O-])CC1,6,10,11,3,8,-5,0,-12,4
OCC(CO)(CO)N=Cc1c(O)ccc2ccccc12,4,10,5,3,3,2,17,-8,2
CCC(=O)Nc1cc(-c2nn(C)c(=O)c3ccccc23)ccc1N1CCOCC1,9,-6,2,5,-6,2,-6,0,0
CN(C)CCOC(=O)c1ccc(COc2ccccc2Br)o1,4,-6,3,-2,0,7,-85,7,-1
Cc1cc(OCC(=O)OCC(=O)NCc2cccs2)ccc1Cl,7,.,22,.,1,9,30,.,.
COc1ccccc1-c1nc(SCC(=O)Nc2ccccc2F)n[nH]1,8,7,-2,3,0,9,8,-1,-1
O=C(NC(=S)NNC(=O)[C@H]1C[C@@H]1c1ccccc1)c1cccc(F)c1,12,7,1,4,-3,12,3,1,1
COc1cccc(NC(=O)COC(=O)c2ccc(S(=O)(=O)NCc3ccco3)cc2)c1,14,4,24,1,6,-3,-4,12,1
CCOc1ccc(NC(=O)COC(=O)C23CC4CC(CC(C4)C2)C3)c([N+](=O)[O-])c1,2,-5,3,6,15,-1,5,-18,-4
COc1ccc(-n2c(Cc3cccn3C)nnc2SCC(=O)Nc2cc(Cl)ccc2OC)cc1,-3,-4,1,-6,-1,-1,23,-12,2

# Pulled one by one from the list above:
SMILES,PAFAH1B3 inh,EBNA-1 inhibitor,pPAFAH FP inh,LYPLA2 inh,PAFAH2 FP inh,PAFAH1B2 FP inh,PREPL inh,ZTA counter,LYPLA1 counter
CN(C)c1ccc(/C=N/N2C(=O)c3ccccc3C2=O)cc1,3,-3,5,-2,3,7,1,2,2
CC1CCN(c2cc(N3CCOCC3)c(F)cc2[N+](=O)[O-])CC1,6,10,11,3,8,-5,0,-12,4
Cc1cc(OCC(=O)OCC(=O)NCc2cccs2)ccc1Cl,7,.,22,.,1,9,30,.,.
CCC(=O)Nc1cc(-c2nn(C)c(=O)c3ccccc23)ccc1N1CCOCC1,9,-6,2,5,-6,2,-6,0,0
CN(C)CCOC(=O)c1ccc(COc2ccccc2Br)o1,4,-6,3,-2,0,7,-85,7,-1
